Screens from PubChem BioAssay.
NOD2 RIPK2 PPI = inhibitors of human NOD2-RIPK2 interaction. O43353. CHO BLA complementation NOD2-RIPK2, CCF4 ratio. inhibition, % at 4.98 µM. hit rate 0.38% among 360,000. AID 624267; in the data active = inhibition above about 21%;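 also: 0% = vehicle only and 100% = reference blocker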
EBV LMP1 NFkB = reduces LMP1-driven NF-kappaB luciferase signal. LMP1-induced NF-kappaB luciferase reporter cells, luminescence. inhibition, % at 12.5 µM. hit rate 0.69% among 350,000. AID 504558; in the data active = inhibition above about 41%;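 also: 0% = neutral control wells and 100% = reference inhibitor control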
SRC1 inh = inhibitors of human steroid receptor coactivator 1 (SRC1); inhibition, % at 3.6 µM; HEK293 GAL4-SRC1 luciferase reporter, luminescence; Q15788; hit rate 0.12% among 360,000;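 active = inhibition above the campaign mean plus 3 SD, with each screening campaign given its own cutoff, cut at about 60% in these data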;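 also: 0% = DMSO treated cells and 100% = gossypol at 36 µM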
TLR9-MyD88 inh = inhibitors of human TLR9-MyD88 binding; inhibition, % at 4.98 µM; Q9NR96+Q99836; AID 504734; CHO BLA complementation TLR9-MyD88, CCF4 FRET ratio; hit rate 0.21% among 340,000;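 active = inhibition above the mean over all tested compounds plus 3 SD, cut at about 21% in these data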;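 also: 0% = DMSO only wells and 100% = clavulanate BLA inhibitor control wells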
Target sequence (Q99836 whole entry, looked up): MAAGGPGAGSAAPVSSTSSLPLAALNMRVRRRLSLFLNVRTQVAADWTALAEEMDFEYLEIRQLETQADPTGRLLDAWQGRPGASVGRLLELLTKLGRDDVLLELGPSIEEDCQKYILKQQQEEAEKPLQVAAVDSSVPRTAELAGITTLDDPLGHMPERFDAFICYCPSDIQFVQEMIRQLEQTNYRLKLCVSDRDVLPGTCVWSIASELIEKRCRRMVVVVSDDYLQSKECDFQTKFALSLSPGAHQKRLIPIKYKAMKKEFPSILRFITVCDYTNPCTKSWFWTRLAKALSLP
Target sequence (Q9NR96 whole entry, looked up): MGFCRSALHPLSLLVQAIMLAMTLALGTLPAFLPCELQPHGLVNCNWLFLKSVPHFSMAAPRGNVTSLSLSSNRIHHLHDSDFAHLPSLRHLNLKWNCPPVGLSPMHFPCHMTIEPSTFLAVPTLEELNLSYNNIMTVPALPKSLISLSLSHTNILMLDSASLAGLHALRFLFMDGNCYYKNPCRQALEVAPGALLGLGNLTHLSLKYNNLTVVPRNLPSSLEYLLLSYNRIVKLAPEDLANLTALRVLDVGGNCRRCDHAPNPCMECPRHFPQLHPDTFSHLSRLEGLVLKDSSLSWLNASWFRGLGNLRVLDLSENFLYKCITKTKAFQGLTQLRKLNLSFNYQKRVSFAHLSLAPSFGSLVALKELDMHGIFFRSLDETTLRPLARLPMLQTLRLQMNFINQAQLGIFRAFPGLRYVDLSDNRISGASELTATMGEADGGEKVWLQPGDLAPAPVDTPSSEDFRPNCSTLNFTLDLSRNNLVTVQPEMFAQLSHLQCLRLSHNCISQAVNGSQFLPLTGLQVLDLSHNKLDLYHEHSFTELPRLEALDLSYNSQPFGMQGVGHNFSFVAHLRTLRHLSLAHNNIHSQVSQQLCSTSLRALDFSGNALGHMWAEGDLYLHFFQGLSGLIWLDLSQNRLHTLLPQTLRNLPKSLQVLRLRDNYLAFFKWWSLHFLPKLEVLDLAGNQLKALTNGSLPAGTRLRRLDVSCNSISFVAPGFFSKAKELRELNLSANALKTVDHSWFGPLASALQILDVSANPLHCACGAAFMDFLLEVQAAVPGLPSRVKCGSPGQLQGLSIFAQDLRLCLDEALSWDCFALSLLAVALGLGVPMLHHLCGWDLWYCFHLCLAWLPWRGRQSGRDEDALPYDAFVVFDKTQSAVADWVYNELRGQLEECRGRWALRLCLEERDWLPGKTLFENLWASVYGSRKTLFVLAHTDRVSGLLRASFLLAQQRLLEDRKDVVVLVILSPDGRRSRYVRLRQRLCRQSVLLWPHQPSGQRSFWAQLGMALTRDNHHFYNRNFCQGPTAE
MC4R ag barr = agonists of human melanocortin 4 receptor (MC4R) beta-arrestin; hit rate 0.98% among 360,000; P32245; activation, % at 8.9 µM; U2OS MC4R beta-arrestin complementation, luminescence; percent of melanotan II response, DMSO zero; AID 540308;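 active = activation above a per-plate cutoff, the mean activation of sample wells on that plate plus 3 SD, cut at about 8% in these data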
NR2F2 inh = blocks human COUP-TFII nuclear receptor; P24468; HEK293T NGFI-A luciferase reporter, luminescence; inhibition, % at 8.6 µM; hit rate 0.7% among 370,000; AID 686940;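 active = inhibition above a per-plate cutoff, mean inhibition of test wells between control levels plus 3 SD, cut at about 38% in these data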;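 also: cells cotransfected with COUP-TFII expression vector driving the NGFI-A reporter; 0% = median of COUP-TF2 test wells and 100% = reporter-only cells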
MC4R antag cAMP = human MC4R antagonism in cAMP assay | P32245 | MC4R-expressing cells, MTII-stimulated cAMP, LANCE TR-FRET | inhibition, % at 6.5 µM | hit rate 0.48% among 360,000;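 active = inhibition above its plate's cutoff, the mean of tested wells on that plate plus 3 SD, cut at about 29% in these data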;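 also: 0% = Melanotan II alone and 100% = Melanotan II plus saturating MCL0020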
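Test system: U2OS cells stably expressing human melanocortin 4 receptor (MC4R); also added: Melanotan II challenge; compound: 6.5 µM single dose; timing: 30-min compound preincubation, 1-h Melanotan II challenge, 1-h detection, room temperature; signal: Eu-cAMP/anti-cAMP TR-FRET, emission 671 nm; repeats: one well per compound, no replicates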
SRC2 inh = inhibits human steroid receptor coactivator 2; Q15596; HEK293 GAL4-SRC2 luciferase reporter, luminescence; inhibition, % at 9 µM; hit rate 0.17% among 370,000;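 active = inhibition above the mean inhibition of all tested compounds plus 3 SD, set per campaign, cut at about 52% in these data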;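 also: 0% = DMSO treated cells and 100% = cells given Gossypol at 36 µM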
ABHD5 PLIN5 PPI = blocks binding of human ABHD5 to perilipin-5. Q00G26+Q8WTS1. Split G. princeps luciferase complementation, luminescence, 4 h. inhibition, % at 4 µM. hit rate 0.78% among 360,000;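 active = inhibition above the mean inhibition across every tested compound plus 3 SD, cut at about 22% in these data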;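 also: 0% = DMSO only wells and the 100% control is not disclosed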
NR5A2 inv ag = suppresses constitutive activity of human LRH-1; O00482; inhibition, % at 3.6 µM; hit rate 0.13% among 360,000; HEK293T StAR-luciferase reporter, LRH-1 transfected, 24 h; AID 602396;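 active = inhibition above the mean inhibition of all tested compounds plus 3 SD, cut at about 73% in these data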;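 also: 0% = DMSO wells and 100% = reporter-only cells lacking LRH-1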
NCOA3 inh = inhibitors of human steroid receptor coactivator 3 (SRC3). Q9Y6Q9. HEK293 GAL4-SRC3 luciferase reporter, luminescence. inhibition, % at 3.6 µM. hit rate 0.17% among 360,000;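 active = inhibition above a per-campaign cutoff, the mean of all compounds plus 3 SD, cut at about 60% in these data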;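 also: 0% = DMSO-treated cells and 100% = gossypol-treated cells at 36 µM; higher means less SRC3-driven luciferase light from the GAL4 reporter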
* = called active by the depositor; . = no result given. This is a subset (hit frequency here may not be typical).

NR2F2 inh	EBV LMP1 NFkB	SMILES	NOD2 RIPK2 PPI	TLR9-MyD88 inh	MC4R antag cAMP	MC4R ag barr	SRC1 inh	SRC2 inh	NCOA3 inh	ABHD5 PLIN5 PPI	NR5A2 inv ag
-13	1	Cc1nn(-c2ccccc2)c(=O)c2ccccc12	-11	6	-1	-2.2	13	-26	-19	-1	-5
2	.	CC(=O)Nc1ccc(-c2ccnc3c2CC(C)(C(=O)NCc2ccco2)O3)cc1 (stereo not given)	2	.	0	-0.8	9	1	10	5	23
3	-4	Cn1nc(C(C)(C)C)cc1C(=O)NN1CCOCC1	0	7	-3	1.9	-2	4	-16	2	15
-7	-4	C/C(=N\NC(=O)c1c(Br)c(C)nn1C)c1cccc(NC(=O)c2ccccc2F)c1	-1	-7	3	0.0	-12	-23	7	3	-24
12	0	COc1ccc(NC(=S)NCc2ccco2)c(OC)c1	-19	2	-5	-1.7	-7	-58	-25	2	-7
4	8	COc1cccc(-n2nc(C(=O)N3CCN(Cc4ccccc4)CC3)c3ccccc3c2=O)c1	10	-3	5	2.4	6	-2	11	-2	23
12	-6	O=C(NC1CCCc2ccccc21)c1ccccc1Cl (stereo not given)	3	-3	16	-1.1	-6	6	11	-1	13
-6	6	Cc1cc(C(=O)CN2c3cccc4cccc(c34)S2(=O)=O)c(C)n1C	1	-3	-8	-1.7	-33	-7	7	6	17
6	2	CC(=O)N1CCN(c2ccc(N=Cc3c(O)n(Cc4ccccc4)c(=O)[nH]c3=O)cc2)CC1	7	-6	-6	-2.7	1	6	-5	4	-19
9	-5	Cc1ccc(NC(=O)COC(=O)[C@H](C)NC(=O)c2ccccc2)cc1S(=O)(=O)N1CCOCC1	1	3	18	-1.0	-5	-15	-4	0	-19
8	-20	CC1=CC(=O)C=C(C)C1=NOc1ccccc1[N+](=O)[O-]	-2	-2	-9	-1.6	-1	21	16	1	-18
11	13	CN(CC(=O)Nc1ccccc1Br)C(=O)COc1cccc2c1OC(C)(C)C2	4	-7	15	-0.5	3	-8	-5	6	-6
-13	1	N#Cc1c(-c2ccccc2)cc(-c2cccs2)nc1SCC(=O)O	-4	1	4	0.7	-6	1	-8	-10	30
-29	0	CC(C)NC(=O)C(=O)NCc1ccccn1	7	-6	-3	0.2	-21	-10	2	-11	-6
-9	6	CCCCN1C(=O)C(C)=C(C)C1OCCc1ccc(OC)c(OC)c1 (stereo not given)	-8	-2	8	-1.1	18	27	-5	10	-4
-8	2	O=C(Nc1ccc(-c2ccccc2)cc1)c1ccco1	6	-8	12	4.3	-14	-10	9	-5	-13
3	14	CC(=O)Nc1c(-c2ccccc2)c2cc(Br)ccc2[nH]c1=O	-2	-2	-3	-1.2	-1	7	-4	7	12
9	2	Cc1nc(CNS(=O)(=O)c2cccs2)cs1	2	-18	21	-0.1	-22	-14	-12	-3	-9
-11	-5	COc1ccc(C(=O)COC(=O)c2nn(C)cc2Cl)cc1	-12	4	-5	0.9	-23	-40	-27	-3	-10
-22	1	O=C(COC(=O)C1CC2C=CC1C2)Nc1ccc([N+](=O)[O-])cc1 (stereo not given)	-1	5	11	5.6	-4	-11	-8	-4	-2
5	2	Cc1nc2ccccc2n1Cc1ccccc1	9	-14	-6	-1.7	9	2	-6	0	10
-9	-25	CC1(C)CC(=O)C(C=NCC2CCN(C(=O)Cc3ccccc3)CC2)=C(O)C1	4	-6	15	2.6	-10	5	15	0	13
-25	6	COc1cccc(CNc2ccccn2)c1O	5	-3	4	-1.6	-74	-49	-68	3	-34
7	-1	CN(C)C(=S)Nc1ccc(S(=O)(=O)N2CCCCC2)cc1	0	0	3	-0.7	6	-9	19	0	16
17	-2	COCCNC(=S)NC(=O)CC12CC3CC(CC(C3)C1)C2	1	-13	-10	8.3*	8	5	19	-2	21
5	7	CCN(C(=O)COC(=O)/C=C/c1cnc2ccccc2n1)c1ccccc1	3	9	2	-4.2	-8	19	8	4	8
6	0	CN(C)C(=O)CCc1ccc2c3c([nH]c2c1)[C@]1(C)[C@@H](C(=O)N2CCOCC2)C[C@H](CC(=O)NCCC2=CCCCC2)C(=O)N1CC3	0	-6	23	-3.2	-11	6	-9	0	-1
-27	-3	Cn1cccc1-c1nc2ccc(NC(=O)c3ccc([N+](=O)[O-])cc3)cc2[nH]1	-9	-9	8	-0.9	17	-14	-3	7	-15
-31	-44	Cc1cc(C)n2nc(-c3ccc(F)cc3)cc2n1	-1	-3	-8	-0.9	-115	-69	-111	-3	-97
3	-6	O=C(NCc1ccccc1Cl)c1cnccc1C(F)(F)F	0	1	-1	0.0	9	-18	20	10	0
16	5	Cc1cc(C)cc(OCC(=O)OCC(=O)NC2CCCCCCC2)c1	7	-5	3	-0.5	7	-7	8	-3	-7
3	1	Cc1ccc2cc(CN(CCO)Cc3nnnn3Cc3ccc(F)cc3)c(=O)[nH]c2c1	0	-6	-2	-1.1	-6	2	10	-7	-18
-37	-15	O=C(CC(SCc1ccco1)c1ccc(O)cc1)c1cccs1 (stereo not given)	-2	1	-2	-0.7	-42	-25	-17	-4	-48
12	0	Cc1cccc(OCc2n[nH]c(=S)n2C2CCCCC2)c1	-2	10	-2	1.3	3	15	22	-12	4
-18	-5	Fc1ccc(/C=N/Nc2nccnc2Cl)cc1	0	5	6	-0.1	-96	-54	-86	11	-117
9	10	Cc1ccc2c(c1)[C@H]1[C@H](CO2)[C@H](c2ccccc2)[C@]2(C)C(=O)Nc3ccc(F)cc3C(=O)N12	-4	-9	13	1.8	10	-3	6	-10	2

A different layout for some results above.
> Cc1cc(C)n2nc(-c3ccc(F)cc3)cc2n1
  NR2F2 inh: -31
  EBV LMP1 NFkB: -44
  NOD2 RIPK2 PPI: -1
  TLR9-MyD88 inh: -3
  MC4R antag cAMP: -8
  MC4R ag barr: -0.9
  SRC1 inh: -115
  SRC2 inh: -69
  NCOA3 inh: -111
  ABHD5 PLIN5 PPI: -3
  NR5A2 inv ag: -97

> O=C(NCc1ccccc1Cl)c1cnccc1C(F)(F)F
  NR2F2 inh: 3
  EBV LMP1 NFkB: -6
  NOD2 RIPK2 PPI: 0
  TLR9-MyD88 inh: 1
  MC4R antag cAMP: -1
  MC4R ag barr: 0.0
  SRC1 inh: 9
  SRC2 inh: -18
  NCOA3 inh: 20
  ABHD5 PLIN5 PPI: 10
  NR5A2 inv ag: 0

Continuation.
NR2F2 inh	EBV LMP1 NFkB	SMILES	NOD2 RIPK2 PPI	TLR9-MyD88 inh	MC4R antag cAMP	MC4R ag barr	SRC1 inh	SRC2 inh	NCOA3 inh	ABHD5 PLIN5 PPI	NR5A2 inv ag
8	-2	CCC1CN(C)C2Cc3c([nH]c4ccccc34)C(=O)CC1C2C(=O)OC (stereo not given)	5	1	-3	-1.6	2	-12	-17	3	31
-39	-5	CCC1CCCCN1C(=O)CSc1nnc(-c2ccco2)o1 (stereo not given)	-1	-1	19	-1.0	-108	-37	-47	-3	-114
8	10	O=C(COC(=O)c1cc(F)c(F)cc1Cl)NC1CC1	1	4	1	-2.1	-1	-12	-7	-12	-3
-12	1	COC(=O)c1sc(S(=O)(=O)NCCCN(C)C)c(C(=O)OC)c1C	-15	-19	10	0.4	-4	-23	10	-9	-1
1	4	O=C(CCN1CCN(C/C=C/c2ccccc2)CC1)Nc1cccc(F)c1	-1	4	-2	-1.4	-7	-13	19	1	16
7	-1	Cc1ccc(OCCOCCOc2ccc(Br)cc2/C=N\NC(=O)c2ccncc2)cc1	-6	-8	2	-1.6	0	-13	13	3	2
6	0	CN(c1ccccc1)S(=O)(=O)c1ccc(C(=O)NCc2ccccn2)cc1	-7	2	2	-2.6	-4	-2	11	6	-18
-24	-4	O=C(N/N=C/c1cccs1)c1cccc2cc[nH]c12	-11	0	-1	-1.5	-42	-48	-48	1	-41
4	-4	O=[N+]([O-])c1ccc(OCCN2CCNCC2)cc1	-6	-16	17	-0.7	0	-2	3	2	14
-9	2	Cc1nc2c(-c3ccc(F)cc3)c(C)[nH]n2c(=O)c1Cl	4	-6	5	-0.2	1	-13	6	4	9
-16	-13	O=C(COc1ccccc1[N+](=O)[O-])Nc1cccnc1	6	6	6	-3.2	-93	-25	-40	1	-58
-8	-14	CCOC(=O)C1CCCN(C(=O)c2cn(CC(C)C)c(=O)c3cc(OC)c(OC)cc23)C1 (stereo not given)	-4	0	-2	-1.6	-3	-37	-6	-1	11
-6	0	C#CCN(C[C@H]1[C@H](OC(=O)Nc2c(C)noc2C)[C@H](OC(=O)Nc2c(C)noc2C)C[C@H]2C(=O)N(c3ccccc3)C(=O)[C@@H]12)S(=O)(=O)c1ccc(C)cc1	3	-5	8	-1.7	-8	23	5	-12	-3
.	19	O=C(NCC1CCCO1)c1cccc2c1C(=O)c1ccc(N3CCC(Cc4ccccc4)CC3)cc1S2(=O)=O (stereo not given)	51*	32*	18	0.1	-8	.	42	9	8
-21	24	C#CCOCCOCCOCCNc1nc(N2CCN(C(=O)[C@H](CC(N)=O)n3cc(C(N)[C@H](C)CC)nn3)CC2)nc(N2CCN(C(=O)[C@H](CC(N)=O)n3cc(C(N)[C@@H](C)CC)nn3)CC2)n1 (stereo not given in full)	0	-2	1	-1.3	-8	-24	-4	1	7
-23	-3	OC(CNCc1ccccc1)c1ccccc1 (stereo not given)	-3	11	-1	-2.2	-15	-27	9	-4	-6
-26	5	Cc1ccc2cc(C#N)c(NCCNC(=S)NCCCN3CCOCC3)nc2c1	-3	3	4	-0.8	-5	3	12	4	9
-5	.	CCc1nc2c(OCc3ccccc3C)cccn2c1N(C)C(=O)C1CC1	-8	.	0	-0.5	-10	-8	5	4	-13
-4	4	CCN(CC)C(=O)C[n+]1cccc(/C=N/O)c1	3	7	6	-1.1	1	23	3	0	-10
4	0	CCCCN(CCCC)CCNC(=O)CSCc1ccc(C)cc1	-8	-2	7	-2.5	-23	8	0	0	-4
13	11	Cc1cc(OCC(=O)Nc2cc(S(=O)(=O)N3CCOCC3)ccc2N2CCCC2)ccc1C(C)C	-9	-13	0	3.6	8	15	-16	5	12
2	3	O=C(COC(=O)c1ccc[nH]c1=O)Nc1ccc(S(=O)(=O)N2CCCC2)cc1	-1	-1	11	-2.0	-16	5	1	-4	6
0	.	O=C1c2ccccc2CSc2c(O)cccc21	-7	.	2	-1.0	-3	6	0	2	4
-5	-10	C[C@H]1CN([C@@H](C)CO)C(=O)c2cc(-c3cccc(F)c3)cnc2O[C@H]1CN(C)C(=O)c1cnccn1	-1	0	19	-1.9	-4	-25	-9	2	-9
3	-9	CC1CC(C)CN(C(=O)COC(=O)c2ccc(Cl)nc2)C1 (stereo not given)	-6	0	4	-0.1	-15	5	19	5	-10
-11	-7	C[C@@H]1CN[C@H](CCO)/C1=C\c1ccccc1	-3	-15	-4	0.8	-2	8	-1	10	19
7	.	CCc1nc2c(OCCC3CCCCC3)cccn2c1N(C)C(=O)COc1ccccc1	-3	.	9	-2.0	-10	8	-5	-6	-17
